# GLP1R cytotox: cytotoxicity counter-screen for GLP-1 receptor inverse agonists; HEK293 cAMP-luciferase reporter cells, luminescence, 24 h; Potency, µM (series often up to 38.3 µM), inactives show top-dose activity change, negative = inhibition, hits mostly inhibitors; hit rate 0.13% among 410,000;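 note: loss of luciferase light is scored as toxicity; potency is the fitted concentration of half-maximal effect; % is set by controls: 0 for no effect and ±100 for the full control effect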
#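 MLSMR compounds, 24 hr on cells at 37 deg C/5% CO2; luminescence after luciferase reagent (12 min RT). Inhibition counted as the undesired cytotoxic outcome.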
# GLP1R ag: agonists of human GLP-1 receptor | Potency, µM (doses to about 45.6 µM), for the others: top-dose activation, hits mostly activators | hit rate 0.007% among 380,000 | HEK293 GLP-1R CRE-luciferase, luminescence, 4-6 h; cells express a hypersensitive GLP-1R form; note: potency is the fitted concentration of half-maximal effect; % of control where 0% means no effect
# PLK1 PBD inh: inhibitors of human PLK1 polo-box domain binding | P53350 | Plk1 PBD binding of FITC phosphopeptide, fluorescence polarization | Potency, µM, for the others: max response, negative = inhibition, hits mostly inhibitors | hit rate 2.8% among 360,000; note: potency is the fitted concentration of half-maximal effect; series mostly up to about 57 µM; % is set by controls: 0 for no effect and ±100 for the full control effect; nearly all actives have a fitted effect of over 65% in size
# GLP-1R inv ag: inverse agonists of human GLP-1 receptor | HEK293 GLP-1R CRE-luciferase, luminescence, 24 h; GLP-1R form is constitutively active | Potency, µM (highest dose often 38.3 µM), inactives show at the highest dose activity change, negative = inhibition, usual class: inhibitors | hit rate 1.6% among 410,000 | AID 624417; note: potency is the fitted concentration of half-maximal effect; % is set by controls: 0 for no effect and ±100 for the full control effect; nearly all actives have a fitted effect of over 55% in size
#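 Stable HEK293 clone (constitutively active GLP-1R + cAMP-response luciferase); 200 cells/uL plated, 12 h pre-culture, compound 24 hr, 37 deg C/5% CO2; detection reagent 12 min RT; luminescence.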
# PI5P4Ka inh: blocks human PI5P4K alpha kinase activity; PI5P4Kalpha enzyme, ADP-Glo luminescence, 60 min; stronger effect = lower value; P48426; hit rate 1.2% among 330,000; max response, %; AID 652105; active = max response of -50% or lower; inconclusive = between -30% and -50%; inactive = -30% or higher; note: value at the top dose of about 77 µM; % is set by controls: 0 for no effect and ±100 for the full control effect
#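 PI5P4Kalpha ADP-Glo assay; 5 microM ATP final; 60 min RT reaction; HEPES pH 7.4/EGTA/CHAPS, 5% DMSO; controls lacking substrate or enzyme; luminescent end-point.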
# DRD3 antagonist: antagonists of human D3 dopamine receptor | P35462 | D3R cells, DiscoveRx beta-arrestin luminescence, antagonist mode; stronger effect = lower value | max response, negative = inhibition, % | hit rate 2.5% among 360,000 | AID 652054; in the data active = max response below about -50%; inconclusive = no clear call, values can overlap the other calls; note: % is set by controls: 0 for no effect and ±100 for the full control effect; mostly tested at two doses, the higher about 12 µM
#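 Cells plated overnight at 1500 cells/well, then exposed to library compounds with dopamine controls for 90 minutes at 37 degrees C. DiscoveRx reagent added for 30–60 minutes at room temperature; luminescence read, quantitative HTS format.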
# WRN inhibitor: WRN helicase (human) inhibition | Q14191 | WRN helicase unwinding, fluorescent forked duplex, kinetic | Potency, µM (doses to about 114 µM), without a hit: at the highest dose activity change, negative = inhibition, usual class: inhibitors | hit rate 0.46% among 360,000; note: potency is the fitted concentration of half-maximal effect; % is set by controls: 0 for no effect and ±100 for the full control effect; nearly all actives have a fitted effect of over 55% in size
# Target sequence (Q14191 whole entry, looked up): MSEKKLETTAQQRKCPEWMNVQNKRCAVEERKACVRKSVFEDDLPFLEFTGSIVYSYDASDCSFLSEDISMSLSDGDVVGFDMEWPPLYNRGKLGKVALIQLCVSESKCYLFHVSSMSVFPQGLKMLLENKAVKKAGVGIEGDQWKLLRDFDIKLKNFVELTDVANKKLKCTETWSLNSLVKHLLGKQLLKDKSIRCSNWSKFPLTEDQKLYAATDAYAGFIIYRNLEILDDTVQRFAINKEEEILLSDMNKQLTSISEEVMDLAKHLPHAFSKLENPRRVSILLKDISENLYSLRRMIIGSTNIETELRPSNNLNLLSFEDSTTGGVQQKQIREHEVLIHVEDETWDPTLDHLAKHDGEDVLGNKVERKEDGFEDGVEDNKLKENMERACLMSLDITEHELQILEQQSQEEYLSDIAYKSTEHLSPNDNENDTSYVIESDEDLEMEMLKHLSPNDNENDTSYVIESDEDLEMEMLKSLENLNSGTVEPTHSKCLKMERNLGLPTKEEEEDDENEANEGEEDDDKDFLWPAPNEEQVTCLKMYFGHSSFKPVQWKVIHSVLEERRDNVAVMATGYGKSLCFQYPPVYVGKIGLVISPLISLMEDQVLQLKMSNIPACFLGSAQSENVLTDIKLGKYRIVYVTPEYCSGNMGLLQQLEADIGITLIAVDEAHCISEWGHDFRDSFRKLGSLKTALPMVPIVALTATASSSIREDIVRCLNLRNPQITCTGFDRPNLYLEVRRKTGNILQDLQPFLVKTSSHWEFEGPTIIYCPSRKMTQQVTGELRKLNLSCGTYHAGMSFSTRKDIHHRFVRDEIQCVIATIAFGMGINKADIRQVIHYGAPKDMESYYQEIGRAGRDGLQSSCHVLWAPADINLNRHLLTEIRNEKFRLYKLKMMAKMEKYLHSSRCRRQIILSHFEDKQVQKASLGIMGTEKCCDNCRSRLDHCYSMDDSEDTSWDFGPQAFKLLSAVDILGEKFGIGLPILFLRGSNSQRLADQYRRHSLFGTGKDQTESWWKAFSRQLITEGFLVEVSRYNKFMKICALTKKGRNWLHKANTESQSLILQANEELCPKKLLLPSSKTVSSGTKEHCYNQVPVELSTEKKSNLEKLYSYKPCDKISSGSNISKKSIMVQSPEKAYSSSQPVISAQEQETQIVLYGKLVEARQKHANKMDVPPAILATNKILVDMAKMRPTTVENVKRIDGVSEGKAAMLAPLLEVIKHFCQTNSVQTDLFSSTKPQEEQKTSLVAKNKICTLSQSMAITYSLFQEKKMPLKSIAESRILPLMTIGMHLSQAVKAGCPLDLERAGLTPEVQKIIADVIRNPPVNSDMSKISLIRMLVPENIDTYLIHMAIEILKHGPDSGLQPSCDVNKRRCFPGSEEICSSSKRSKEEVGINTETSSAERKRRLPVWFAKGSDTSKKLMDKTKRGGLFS
#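 Primary qHTS, 1536-well format. 20 nM WRN + compound, 15 min RT; start with 100 nM forked fluorophore/quencher duplex, 2 mM ATP (final); kinetic read ex 525/em 598 nm.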
# IL-2 act: IL-2 activation; hit rate 0.065% among 360,000; activation, % (series mostly up to about 46 µM); IL-2 activation reporter assay, cell-based qHTS; stimulated with anti-CD3/CD4/CD28 beads; in transgenic mouse T cells; AID 652025; in the data active = activation above about 50%; inconclusive = mostly about 30% to 49%; note: 0% is about no effect
#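 Screening format: compound pinned onto unstimulated transgenic mouse T cells, 60 min incubation, then anti-CD3/anti-CD4/anti-CD28 bead stimulation for 18 hours at 37 degrees C, followed by EGFP and DsRed detection.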
# D3 ag: D3 dopamine receptor (human) agonism; P35462; AID 652048; hit rate 0.58% among 410,000; D3R DiscoveRx beta-arrestin cells, luminescence, 90 min; max activation, %; in the data active = max activation above about 30%; note: 0% is about no effect; mostly tested at two doses, the higher about 12 µM
#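 Agonist-mode cell screen: cells plated at 1500/well and incubated overnight at 37 °C, then exposed to library compounds for 90 min at 37 °C. Detection reagent was added for 30–60 min at room temperature, and luminescence was read.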
# An asterisk follows results filed as active; u = inconclusive; x = no result given; & = joins results of further samples; [ ] = another dose, or the depositor's remark. Unless noted, calls come from the whole dose curve; as a rule, active = well fitted curve in the direction sought with a large enough effect; inconclusive = small, poorly fitted or top-dose-only effect, or another doubt; inactive = no such curve, though single readings can be large; an effect the other way counts as inactive or inconclusive.
item	molecule	GLP1R cytotox	GLP1R ag	PLK1 PBD inh	GLP-1R inv ag	PI5P4Ka inh	DRD3 antagonist	WRN inhibitor	IL-2 act	D3 ag
1	CC(=O)Nc1ccc(C(=O)OCC(=O)N2CC3(C)CC2CC(C)(C)C3)cc1 (centres undefined)	-1%	0%	-1%	8%	7	-1	8%	-0.4	-8
2	O=C(CCN1N=C(c2ccccc2)CCC1=O)NCCCN1CCOCC1	4%	-1%	-6%	-11%	3	2	-7%	1.6	1
3	COc1ccc(NC(=S)NCCc2c[nH]c3ccccc23)cc1	-5%	-4%	-2%	u	-9	0	-13%	0.2	2
4	COC(=O)c1sc(-c2ccccc2)cc1NC(=O)c1ccc(F)cc1	-11%	2%	0%	4%	6	7	-12%[57.1 µM]	-0.7	1
5	CCN(CC)S(=O)(=O)c1ccc(N2CCCC2)c(NS(=O)(=O)c2ccc(OC)cc2)c1	-25%	7%	-2%	u	-2	u	-7%	-0.4	-7
6	Cc1cccc(S(=O)(=O)N2CCn3cccc3C2C)c1 (centres undefined)	-22%	-19%	1%	-15%	1	5	4%	-1.0	-9
7	Cc1cc(CCCCCCCCc2cc(C)cc(=O)o2)oc(=O)c1	2%	0%	-6%	2%	1	22	7%	1.6	9
8	COc1cc(C(=O)NCCC(C)C)c([N+](=O)[O-])cc1OC	2%	-2%	-8%	1%	x	-6	-16%	2.1	-2
9	Cn1cccc1C(C(=O)NC1CCCCC1)N(C(=O)Cc1cccs1)c1ccc2c(c1)OCO2 (centres undefined)	-9%	-1%	1%	-8%	x	-15	-1%	-1.9	10
10	CCN(CC(=O)NCc1cccs1)C(=O)c1cc(S(=O)(=O)NCc2ccccc2)ccc1C	-15%	19%	-9%	-17%	3	18	5%	0.4	5
11	Cc1ccccc1NC(=O)C(=O)Nc1ccccc1C	-15%	8%	-4%	3%	3	4	17%	0.7	7
12	C[C@@H]1CC=C[C@H]2[C@H]1C(=O)N(Cc1ccccc1)[C@H]2c1ccc2ccccc2c1	33%[activator]	1%	u	u	6	u	-9%	0.2	-29
13	CCOc1ccccc1C(=O)Nc1cccc(-c2ccc3nncn3n2)c1	-13%	30%	7%	137%[activator]	1	35	-10%	4.4	11
14	Cc1ccc(C(=O)C(=S)N2CCOCC2)cc1	18%	0%	-21%	16%	5	-21	-1%	-0.9	0
15	CC(=O)Nc1cccc(-c2nnc(-c3ccccc3)o2)c1	11%	25%	-9%	41%[activator]	7	10	0%	-2.9	-8
16	CC(NC(=O)C1CCN(C(=O)[C@@H]2Cc3ccccc3CN2C(=O)OC(C)(C)C)CC1)c1ccccc1 (some centres undefined)	-12%	1%	5%	-21%	-1	4	4%	-0.7	2
17	CC(=O)N1CCN(C(=O)c2ccc(NS(=O)(=O)c3ccc4c(c3)OCCO4)cc2)CC1	-12%	5%	-10%	15%	0	17	-11%	-1.3	6
18	COc1ccc(C2=NN(CC(=O)NCC(OC)OC)C(=O)CC2)cc1	6%	8%	-8%	12%	-1	-1	-2%	0.0	9
19	CC(NC(=O)c1cccs1)C(=O)NC1=NCCS1 (centres undefined)	5%	-3%	-4%	2%	x	-4	-4%	-0.6	-6
20	COc1cc2cc(CN(Cc3cccnc3)C(=O)Nc3ccccc3)c(=O)[nH]c2cc1OC	8%	9%	-11%	-5%	8	0	-4%	0.5	0
21	O=C(CSc1nnnn1Cc1ccccc1)NCCc1ccccc1	-4%	-4%	-2%	-4%	1	-6	1%	-0.7	4
22	O=C(CSc1nnc(NC(=O)c2ccc(F)cc2)s1)NC1CCCC1	0%	7%	-14%	-13%	1	4	7%	0.1	3
23	COc1cc(OC)c(OC)cc1CN1CCN(Cc2ccc(C(F)(F)F)cc2)CC1	2%	1%	-1%	-34%	2	8	0%	1.1	-3
24	CON(C)C(=O)/C=C/CCCCNC(=O)OC(C)(C)C	20%	10%	-16%	8%	6	u	4%	-2.0	7
25	Cc1cccc(C(=O)NCC(=O)OCC(=O)N2CCCCC2)c1	-1%	1%	-13%	3%	5	-13	-6%	-0.5	5
26	CCOC(=O)c1ccc(NC(=O)CCc2c(C)nc3nc[nH]n3c2=O)cc1	-2%	-1%	x	-9%	x	x	x	x	7
27	COc1ccc(OC)c(NC(=O)c2ccc3c(SCC(=O)O)c4c(nc3c2)CCCC4)c1	1%	0%	x	16%	x	x	x	x	6
28	CCOC(=O)C1=C(C)Nc2ncnn2C1c1ccc(N(C)C)cc1 (centres undefined)	-3%&-19%	13%&-3%	u	8%&4%	-1	7&-24	-1%&-1%	0.4&-2.3	10&-13
29	CCOC(=O)c1c(NC(=O)COC(=O)Cc2ccccc2[N+](=O)[O-])sc(C(=O)N(C)C)c1C	2%	19%	-1%	57%[activator]	1	8	-6%	0.2	0
30	CCc1nc2ccc(C(=O)NCc3ccc(OC)cc3)cn2c1N(C)C(=O)Cc1ccccc1	4%	-1%	-10%	7%	-1	-4	-4%	-0.4	-13
31	O=C(CN1c2cccc3cccc(c23)S1(=O)=O)NCc1ccc2c(c1)OCO2	9%	7%	-4%	65%[activator]	x	6	-8%	-0.1	0
32	CCOCCc1nnc(NC(=O)CCC2CCCCC2)s1	9%	-1%	3%	7%	4	9	0%	0.9	8
33	CN(C)S(=O)(=O)c1ccc(Cl)c(NC(=O)COC(=O)/C=C/c2cnc3ccccc3n2)c1	3%	-1%	-8%	14%	7	2	-3%	-0.7	6
34	COc1ccc(S(=O)(=O)N2CCCC(C(=O)NCc3cccnc3)C2)cc1 (centres undefined)	-10%	8%	5%	-16%	4	7	3%[57.1 µM]	0.5	-11
35	COc1cc(CCN(C(C)=O)C2C(=O)Nc3ccccc3N=C2c2ccc3c(c2)OCO3)cc(OC)c1 (centres undefined)	-7%	18%	-2%	24%	-1	4	-9%	-0.1	4
36	Cn1c(=O)c2c(nc(Br)n2CC(=O)C23CC4CC(CC(C4)C2)C3)n(C)c1=O	15%	11%	-6%	16%	2	73	-4%	5.1	3
37	CCOC(=O)C(NC(=O)CC(C)C)(Nc1sc(C)c(CC)c1C#N)C(F)(F)F (centres undefined)	9%[1.53 µM]	2%	0%	u	2	7	-8%[57.1 µM]	-0.4	2
38	COc1cnn(-c2ccc([N+](=O)[O-])cc2)c(=O)c1Cl	-9%	-5%	-12%	16%	-3	16	0%	-1.1	7
39	Cc1nnc2n(-c3ccccc3)c(=O)c3c4c(sc3n12)COC(C(C)C)C4 (centres undefined)	-4%	2%	-1%	-6%	3	21	9%	-0.3	-2
40	O=C(COc1ccc(S(=O)(=O)N2CCCC2)cc1)NCC1CCCO1 (centres undefined)	14%	8%	-16%	11%	-15	1	3%	-1.0	5

# Continued (two carried over from the part before).
item	molecule	GLP1R cytotox	GLP1R ag	PLK1 PBD inh	GLP-1R inv ag	PI5P4Ka inh	DRD3 antagonist	WRN inhibitor	IL-2 act	D3 ag
39	Cc1nnc2n(-c3ccccc3)c(=O)c3c4c(sc3n12)COC(C(C)C)C4 (centres undefined)	-4%	2%	-1%	-6%	3	21	9%	-0.3	-2
40	O=C(COc1ccc(S(=O)(=O)N2CCCC2)cc1)NCC1CCCO1 (centres undefined)	14%	8%	-16%	11%	-15	1	3%	-1.0	5
41	CC1CN(S(=O)(=O)c2cccc(C(=O)NNC(=O)C(C)Oc3ccccc3F)c2)CC(C)O1 (centres undefined)	1%	3%	2%	-2%	-3	24	-3%	0.8	-2
42	C[C@H](c1ccccc1)N1C[C@@H](COCc2ccccc2)Oc2cc(N3CC[C@@H](N(C)C)C3)ccc2S1(=O)=O	u	7%	4%	u	11	40	-11%	1.1	-4
43	CCOc1ccccc1NC(=O)C(OC(=O)c1ccccc1NS(=O)(=O)c1cccs1)c1ccccc1 (centres undefined)	14%	0%	-5%	-17%	5	4	-3%	4.5	0
44	O=Cc1ccc(-n2cc(C=O)c3ccccc32)cc1	-3%	3%	-13%	3%	-18	-7	-34%	-0.8	6
45	Cc1ccc(NS(=O)(=O)c2cc(C(=O)O)ccc2Cl)c(C)c1	-1%	-5%	-4%	u	6	-12	1%	3.5	10
46	CCCCN(C)CCCNC(=O)Cn1cc2c(n1)-c1c(oc(C(=O)N3CCCC3)c1C)CC2	-12%	17%	3%	9%	3	19	12%	0.7	2
47	O=C(CC1SC(=Nc2ccccc2)N(CCc2c[nH]c3ccccc23)C1=O)Nc1ccccc1F (centres undefined)	u	6%	-11%	6.3µM*	-4	-17	-9%	-5.3	3
48	Cc1n[nH]c(=O)c2c(NC(=O)CSc3ccc(F)cc3)oc(C)c12	5%	-1%	u	1%	-8	-14	-3%	-5.5	-12
49	CCC1(c2ccc(F)cc2)NC(=O)N(CC(=O)Nc2ccc3c(c2)OCCO3)C1=O (centres undefined)	4%	-3%	6%	-19%	3	18	-2%	-0.3	2
50	CCOc1ccc2c(c1)-c1c(ssc1=S)C(C)(C)N2C(=O)c1ccco1	u	19%	-5%	u	0	u	-8%	-1.7	-5
51	CCN(CC)C(=O)c1[nH]cnc1C(=O)N[C@@H](CC(C)C)C(=O)OC(C)(C)C	1%	3%	-5%	-8%	-1	-11	3%	0.3	0
52	O=S(=O)(CCc1nc2ccccc2o1)c1ccc2ccccc2c1	-8%	2%	0%	7%	-1	36	1%	0.3	4
53	Cc1nnc(Nc2ccc(S(N)(=O)=O)cc2)c2ccccc12	-12%	0%	-11%	42%[activator]	0	10	1%	-2.8	-3
54	CC(C)(C)c1ccc(/C=C/C(=O)O)s1	7%	-2%	-4%	16%	-12	-12	-2%	0.2	-4
55	O=C(CCCNS(=O)(=O)c1ccc(Cl)c(Cl)c1)NCCc1ccccn1	-11%	-1%	u	3%	-7	8	5%	-0.5	1
56	CCOC(=O)c1c(C2CC2)csc1NC(=O)CSCc1c(C)noc1C	-10%	18%	-7%	u	-1	-29	-10%	1.7	2
57	COc1nc(-c2ccc(C)cc2)ccc1-c1noc(-c2ccco2)n1	6%	0%	5%	1%	x	26	-12%	-2.3	4
58	Cc1cc(F)cc(-c2cc(C(=O)NCc3ccc(C(F)(F)F)cc3)[nH]n2)c1	-7%	2%	0%	-16%	3	-25	2%	-0.4	-11
